# HT1080NT lethal = qHTS for induction of synthetic lethality in tumor cells producing 2HG: qHTS for the HT-1080-NT fibrosarcoma cell line | HT-1080-NT fibrosarcoma viability, CellTiter-Glo ATP luminescence, 48 h | Potency, µM (doses to about 46.1 µM), without a hit: top-dose activity, negative = less viability, hits mostly cytotoxic | actives 1.6% (n = 360,000);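 note: NT is the 2HG producing partner of a matched IDH1 knockdown line; potency is the fitted concentration of half-maximal effect; 0% = DMSO-treated cells and -100% = media-only wells without cells; nearly all actives have a fitted effect of over 55% in size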
#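 HT-1080-NT fibrosarcoma cells (2HG-overproducing), 750 cells/well in RPMI with 5% FBS, dosed after 2 h and incubated 48 h at 37C. CellTiter-Glo luminescence normalized to DMSO and no-cell wells; concentration-response curves fitted and classed.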
# IL-1B inflam inh = qHTS for Inhibitors of Inflammasome Signaling: IL-1-beta AlphaLISA Primary Screen. THP-1 LPS/ATP IL-1B secretion, AlphaLISA, 16 h; active compounds read low. activity change, % at 57.5 µM. actives 4.7% (n = 360,000). AID 743279, 2014; in the data active = activity change below about -50%; inconclusive = mostly about -30% to -49%; note: % is set by controls: 0 for no effect and ±100 for the full control effect
#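 THP-1 cells pretreated 1 hr with compounds (up to 57.5 uM final), then stimulated with LPS (250 ng/mL final) plus ATP (1.25 mM final); secreted IL-1B measured by AlphaLISA after 16 hr, decreased signal indicating inhibition.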
# HT1080 IDH1KD tx = qHTS for induction of synthetic lethality in tumor cells producing 2HG: qHTS for the HT-1080-IDH1KD cell line; HT-1080 IDH1 knockdown viability, ATP luminescence, 48 h; Potency, µM (top dose mostly 46.1 µM), for inactives: at the highest dose activity, negative = toxicity, most hits filed as cytotoxic; actives 2% (n = 360,000); AID 686971, 2013;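 note: potency is the fitted concentration of half-maximal effect; 0% = DMSO wells and -100% = cell-free medium wells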
#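 % activity derives from luminescence (CellTiter-Glo), normalised to DMSO and no-cell wells. HT-1080-IDH1KD cells, 750/well, had 48 h compound exposure at 37 °C.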
# HEK293 tox = qHTS of GLP-1 Receptor Inverse Agonists: Cytotox Screen; HEK293 cAMP-luciferase reporter cells, luminescence, 24 h; Potency, µM (series often up to 38.3 µM), inactives show at the top dose activity change, negative = inhibition, usual class: inhibitors; actives 0.13% (n = 410,000); AID 624418, 2012;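 note: loss of luciferase light is scored as toxicity; potency is the fitted concentration of half-maximal effect; % is set by controls: 0 for no effect and ±100 for the full control effect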
#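 MLSMR compounds, 24 hr on cells at 37 deg C/5% CO2; luminescence after luciferase reagent (12 min RT). Inhibition counted as the undesired cytotoxic outcome.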
# KB-3-1 tox = qHTS assay for MDR1-selective chemotherapeutics: Primary screen using the parental adenocarcinoma cell KB-3-1. Potency, µM (top dose mostly 46.1 µM), inactives show at the top dose activity change, negative = cytotoxic, usual class: cytotoxic. KB-3-1 viability, CellTiter-Glo ATP luminescence, 72 h. AID 1347075, 2019. actives 1.4% (n = 400,000); note: potency is the fitted concentration of half-maximal effect; % is set by controls: 0 for no effect and ±100 for the full control effect; nearly all actives have a fitted effect of over 60% in size
#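 Here the drug-naive KB-3-1 line serves as comparator for MDR sub-line selectivity; cells received compound titrations, 72 h at 37 °C, then CellTiter-Glo readout.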
# KB-V1 MDR tox = qHTS assay for MDR1-selective chemotherapeutics: Primary screen using the drug-selected MDR subline cells KB-V1; KB-V1 MDR cells viability, CellTiter-Glo, 72 h; actives 3.4% (n = 400,000); Potency, µM (highest dose often 46.1 µM), inactives show at the top dose activity change, negative = cytotoxicity, actives largely listed as cytotoxic; note: potency is the fitted concentration of half-maximal effect; % is set by controls: 0 for no effect and ±100 for the full control effect; nearly all actives have a fitted effect of over 60% in size
#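 Compound-treated KB-V1 multidrug-resistant cells, 72 h, 37 degrees C; viability by CellTiter-Glo. Fitted qHTS curves give the values.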
# MCF10A rerep = A quantitative high throughput screen for small molecules that induce DNA re-replication in MCF 10a normal breast cells; MCF 10A DNA re-replication, Hoechst nuclear intensity, 48 h; actives 2.9% (n = 350,000); Potency, µM (highest dose often 46.1 µM), without a hit: top-dose activity, positive = re-replication, usual class: activators; note: potency is the fitted concentration of half-maximal effect; % of control where 0% means no effect; nearly all actives have a fitted effect of over 50% in size
# DRD3 agonist = qHTS of D3 Dopamine Receptor Agonist: qHTS; max activation, %; D3R DiscoveRx beta-arrestin cells, luminescence, 90 min; AID 652048, 2013; D(3) dopamine receptor (Homo sapiens), P35462; actives 0.58% (n = 410,000); in the data active = max activation above about 30%; note: 0% is about no effect; mostly tested at two doses, the higher about 12 µM
# Target sequence (P35462 whole entry, looked up): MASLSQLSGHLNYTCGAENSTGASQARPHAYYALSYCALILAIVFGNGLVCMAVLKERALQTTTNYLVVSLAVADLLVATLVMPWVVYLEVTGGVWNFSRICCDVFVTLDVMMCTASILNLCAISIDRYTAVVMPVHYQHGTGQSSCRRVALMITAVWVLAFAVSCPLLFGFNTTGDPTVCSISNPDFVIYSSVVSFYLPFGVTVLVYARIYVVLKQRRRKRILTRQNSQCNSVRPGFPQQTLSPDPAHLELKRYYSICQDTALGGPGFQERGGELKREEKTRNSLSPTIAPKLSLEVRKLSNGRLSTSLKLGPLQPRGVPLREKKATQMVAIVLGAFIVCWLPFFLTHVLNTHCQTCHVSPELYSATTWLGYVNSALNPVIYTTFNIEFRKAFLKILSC
#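 Agonist mode: compounds and dopamine controls were applied to plated cells for 90 min at 37 degrees C after an overnight attachment at 1500 cells/well. Luminescent read-out followed 30 - 60 minutes at room temperature with DiscoveRx detection reagent.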
# SW480 rerep = A quantitative high throughput screen for small molecules that induce DNA re-replication in SW480 colon adenocarcinoma cells. Potency, µM (highest dose often 46.1 µM), without a hit: at the highest dose re-replication activation, hits mostly activators. SW480 DNA re-replication, Hoechst DNA content imaging, 48 h. AID 624297, 2012. actives 1.8% (n = 340,000); note: potency is the fitted concentration of half-maximal effect; % of control where 0% means no effect; nearly all actives have a fitted effect of over 55% in size
#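 Quantitative HTS format with DMSO vehicle controls; 48 hr drug incubation at 37 C, then 40 min Hoechst staining and scanning imager measurement at 405 nm excitation.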
# Numbers without * were called inactive; i = inactive; u = inconclusive; x = no result given; [ ] = remark or other dose. Unless noted, calls come from the whole dose curve; as a rule, active = well fitted curve in the direction sought with a large enough effect; inconclusive = small, poorly fitted or top-dose-only effect, or another doubt; inactive = no such curve, though single readings can be large; an effect the other way counts as inactive or inconclusive.
# The line under a structure holds: HT1080NT lethal, IL-1B inflam inh, HT1080 IDH1KD tx, HEK293 tox, KB-3-1 tox, KB-V1 MDR tox, MCF10A rerep, DRD3 agonist, SW480 rerep
> COc1ccc(-n2c(SCC(=O)Nc3cccc(S(N)(=O)=O)c3)nc3ccccc3c2=O)cc1OC
  -10%, -81*, -8%, 0%, -1%, 13%, -9%, 11, -3%
> Cc1cc2c(cc1C)[n+](C)cn2CC(O)COCc1ccccc1 (stereo not drawn)
  7%, -6, 11%, 3%, -9%, 4%, 18%, -16, 2%
> CCc1nc2ccccc2c(C(=O)Nc2cccc(C)c2)c1C
  -26%, 33, u, 11%, 0%, -9%, u, 4, -2%
> O=C(O)C1=C[C@@H](c2coc3ccccc3c2=O)C[C@@H](OCCCCO)O1
  3%, 8, 2%, 11%, -3%, -15%, -16%, -10, -2%
> C[C@H](NC(=O)c1ccccc1Cl)C(=O)OCCOc1cccc(Cl)c1
  7%, 13, 0%, 4%, 6%, 0%, -6%, 0, 8%
> Cc1ccc(NC(=O)CSc2ccc(-c3ccco3)nn2)c(C)c1
  -2%, 5, 4%, -10%, 11%, u, u, 3, -3%[1.84 µM]
> O=C(COC(=O)/C=C/c1cccc(F)c1)Nc1cccc(S(=O)(=O)NC2=NCCCCC2)c1
  5%, -11, 8%, -14%, 9%, 18%, 11%, 9, -7%
> CCN(c1ccccc1)S(=O)(=O)c1ccc(NC(=O)c2cc(=O)c3ccccc3o2)cc1
  x, x, x, 0%, -1%, u, x, 8, x
> O=C(NCc1cccnc1)c1cn(-c2ccccc2)nc1-c1cccs1
  0%, -6, -2%, 7%, -1%, 5%, -4%, -20, 1%
> COc1ccc(CNc2nc3ccccc3c3nc(-c4ccccc4)nn23)cc1
  x, x, x, 4%, 0%, 7%, x, -2, x
> C=CCNC(=O)c1cccc(C(F)(F)F)c1
  3%, 0, 0%, 0%, -6%, 8%, -13%, -8, -11%
> COc1ccccc1Nc1ncccc1C(=O)NCc1ccccc1
  8%, 22, 6%, -7%, u, 0%, -3%, -13, 0%
> Cc1ccccc1CNC(=O)C1CCC(=O)N(C2CCCCCC2)C1 (stereo not drawn)
  4%, i, -2%, 2%, 0%, u, -3%, -7, 2%
> CCCNC(=O)C1CCC(Cn2c(=O)c3sccc3n(CC(=O)N(CC)CC)c2=O)CC1 (stereo not drawn)
  x, x, x, -6%, 1%, u, x, 0, x
> NS(=O)(=O)c1ccc(CCNC(=O)COC(=O)C2CCN(c3ccc(C(F)(F)F)cn3)CC2)cc1
  -7%, -4, 0%, 7%, -3%, 23%, 11%, -6, -2%
> CC1(C(=O)OCc2cc(=O)n3cc(Br)ccc3n2)CC1(Cl)Cl (stereo not drawn)
  -3%, -18, 3%, -7%, -14%, -14%, 13%, 6, -3%
> COc1ccc(CN2CCNC(=O)C2CC(=O)N(C)CCC2CCOCC2)cc1OC (stereo not drawn)
  5%, -2, 4%, 3%, 11%, u, 1%, 1, -16%
> CCOC(=O)C1CCCCN1Cc1cc(Cl)ccc1O (stereo not drawn)
  15%, 3, -2%, -57%, 2%, 3%, 5%, -14, 2%
> CC(OC(=O)c1ccc(NC(=O)CC#N)cc1)C(=O)NC(c1ccccc1)c1ccccc1 (stereo not drawn)
  1%, 3, 21%, 7%, 6%, -16%, 2%, 5, 1%
> CN(C)C(/C=C/Nc1ccc([N+](=O)[O-])cc1)=C(C#N)C#N
  -6%, -1, 0%, 1%, 22%, 14%, 9%, -3, 18%
> CCOc1cc(/C=N/Nc2nc(=O)[nH]nc2C)ccc1O
  -2%, 29, -2%, u, 1%, 15%, u, 4, -116%[inhibitor]
> CCC(=O)c1ccc(OCC(=O)OCC(=O)Nc2c(C)n(C)n(-c3ccccc3)c2=O)cc1
  7%, 0, -10%, -18%, -3%, 2%, 0%, -4, 1%
> Cc1c(Cl)cccc1-c1ccc(C(=O)N2CCN(c3ccc([N+](=O)[O-])cc3)CC2)o1
  21%, -30, 15%, -5%, -23%, -3%, 7%, -4, 0%
> COc1ccccc1NS(=O)(=O)c1cccc(C(=O)N/N=C(/C)c2ccc(-n3ccnc3)cc2)c1
  -3%, -23, -10%, -17%, -3%, u, -2%, -17, 0%
> O=C(COC(=O)c1cnccn1)c1ccccc1
  0%, -2, 1%, 6%, 27%, 0%, 1%, 3, 3%
> COCCN1CCn2c(nc3cc(Nc4nnc(C)c5ccccc45)ccc32)C1
  2%, -8, 8%, -5%, 6%, 14%, 0%, 2, u
> COc1cc2c(cc1OC)C(COc1ccc3c(C)cc(=O)oc3c1)N(C(=O)Cc1ccccc1)CC2 (stereo not drawn)
  x, x, x, 1%, 4%, -18%, x, 1, x
> O=C(C1COc2ccccc2O1)N(Cc1cccnc1)c1nc2c(F)cccc2s1 (stereo not drawn)
  x, x, x, -13%, 14%, 19%, x, 3, x
> CCOC(=O)c1c(C)n(-c2ccc(C)cc2)c2ccc(OCC(O)CN3CCN(C)CC3)cc12 (stereo not drawn)
  21µM*, -58*, 18µM*, u, u, 3%, u, -9, -21%
> Cc1ccc(-c2nc(-c3ccccn3)no2)cc1
  5.2µM*, 0, 6.5µM*, -18%, 9.2µM*, 6.5µM*, 2%, 3, -3%

# The list goes on (2 carried over from the part before).
# The line under a structure holds: HT1080NT lethal, IL-1B inflam inh, HT1080 IDH1KD tx, HEK293 tox, KB-3-1 tox, KB-V1 MDR tox, MCF10A rerep, DRD3 agonist, SW480 rerep
> CCOC(=O)c1c(C)n(-c2ccc(C)cc2)c2ccc(OCC(O)CN3CCN(C)CC3)cc12 (stereo not drawn)
  21µM*, -58*, 18µM*, u, u, 3%, u, -9, -21%
> Cc1ccc(-c2nc(-c3ccccn3)no2)cc1
  5.2µM*, 0, 6.5µM*, -18%, 9.2µM*, 6.5µM*, 2%, 3, -3%
> COc1ccc(C(=O)Nc2cccc(-c3ccc(N4CCOCC4)nn3)c2)cc1OC
  -14%, -14, 2%, -22%, 15%, u, 11%, 13, -3%
> Nc1nnc(Sc2ccc(Cl)cc2[N+](=O)[O-])s1
  0%, -4, -4%, 8%, 20%, 1%, -3%, -1, 1%
> COc1ccccc1CC(=O)NCCN1CCCCC1
  11%, 6, 16%, 16%, 5%, 0%, 2%, -5, 6%
> O=C(CSc1nnc(-c2ccccc2)c(-c2ccccc2)n1)Nc1ccccc1Cl
  x, x, x, 6%, -1%, u, x, 9, x
> COc1cccc2cc(C(C)N(CCCN3CCOCC3)C(=O)Nc3ccc(Cl)cc3)oc12 (stereo not drawn)
  -24%, -3, u, 7%, -6%, -8%, 0%, -21, -6%
> O=C(Nc1ccc(NS(=O)(=O)c2ccccc2)cc1)c1ccccc1Cl
  -1%, -7, 9%, -13%, -4%, -5%, 0%, -2, -1%
> COc1ccccc1CNC(=O)C(=O)NCC(c1ccc2c(c1)OCO2)N1CCOCC1 (stereo not drawn)
  x, x, x, 13%, -16%, 2%, x, 9, x
> COc1ccc(-c2nnc(SCC(=O)N(Cc3ccccc3)C(C)(C)C)o2)cc1OC
  -19%, u, -21%, 4%, u, 9.2µM*, u, 7, -16%
> CCOc1ccc(S(=O)(=O)Nc2ccc(C(=O)NCC(c3ccco3)N(C)C)cc2)cc1 (stereo not drawn)
  13%, 0, 13%, -18%, 3%, -6%, 0%, -15, 3%
> CCN(CC(=O)Nc1ccc(NC(C)=O)cc1)C(=O)C(c1ccccc1)c1ccccc1
  3%, -25, 27%, 5%, 5%, 24%, 17%, 4, -1%
> O=C(C1CCC(=O)N1C1CCCCC1)N1CCN(c2ccc(F)cc2)CC1 (stereo not drawn)
  13%, 16, 27%, 11%, 0%, -11%, u, 5, 0%
> Cc1c(C)n(Cc2ccccc2)c2ncnc(NCCO)c12
  -12%, 23, -12%, -7%, 11%, -10%, 1%, 10, 5%
> CSCCC(NC(=O)c1cncc(Br)c1)C(=O)O (stereo not drawn)
  -5%[9.24 µM], 0, 1%, -3%, -9%, 11%, -3%, -10, 2%
> Cc1cc(=O)[nH]c2c1cnn2C(C)c1ccccc1 (stereo not drawn)
  4%, -4, 0%, 18%, -16%, -8%, -6%, 4, 28%
> CNC(=S)N1N=C(c2ccc(Br)cc2)CC1c1ccc(Br)cc1 (stereo not drawn)
  7%, u, -4%, -4%, -1%, -19%, 255%[0.0737 µM], 0, u
> Cn1c(-c2ccccc2[N+](=O)[O-])[n+](C)c2ccccc21
  -7%, 69, u, -24%, u, 22%, 2%, -6, 6%
> CC(C)Cn1c(=O)c2ccccc2n2c(CCC(=O)NC3CCN(Cc4ccccc4)CC3)nnc12
  12%, -11, 21%, 3%, -3%, -8%, 7%, -12, -9%
> O=C(NNc1c(Cl)cccc1Cl)C1CCC1
  12%, -3, 14%, 10%, 16%, -7%, -4%, -11, -6%
> CCCOc1ccc(C(=O)NCc2ccco2)cc1
  23%, -29, 25%, -21%, 8%, -6%, -2%, -5, 0%
> COc1ccc(CCNC(=O)C/C(C)=N/NC(=O)C(c2ccccc2)c2ccccc2)cc1OC
  -7%, x, 23%, -20%, -10%, -22%, -5%, -11, -7%
> CC1CCCC(C)N1C(=O)COC(=O)c1ccccc1O (stereo not drawn)
  0%, -12, 8%, 2%, 2%, -6%, 8%, -10, -4%
> O=C(NCCc1ccccc1)c1ccc2c(c1)S(=O)(=O)N=C1CCCCCN12
  -1%, -4, 8%, -3%, 1%, u, 4%, 3, 8%
> COc1c(Cl)cccc1-c1cn2ccc(C)cc2n1
  -13%, u, -16%, 10%, 1%, u, u, 12, u

# Bioassay records from PubChem.
